C-LANA FP = inhibitors of KSHV LANA C-terminal domain DNA binding; MBP-C-LANA/FAM-LBS DNA binding, fluorescence polarization; inhibition, % at 9 µM; hit rate 0.078% among 340,000; AID 504423;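 active = highest replicate inhibition at or above 60% at 9 µM, even if other replicates fall short; inactive = all replicates below 60% inhibition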;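 note: 0% = neutral control wells and 100% = 4 µM acridine orange control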
CAL PDZ FP-1 = blocks peptide binding to human CAL PDZ domain; Q9HD26; purified CAL PDZ, TMR-peptide fluorescence polarization, 1 h; inhibition, % at 20 µM; hit rate 0.02% among 330,000; AID 504414;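 active = highest replicate inhibition of at least 40%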;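 note: plate controls were DMSO neutral control wells for no effect and unlabeled competitor peptide control wells for full effect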
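Read-out basis: mP drop reported as inhibition | Assay system: Tagged CAL PDZ protein CerCALP, purified | Benchmarks: Unlabelled peptide for full inhibition, DMSO wells as neutral | Schedule: 1 h incubation at room temperature before polarization reading | Buffer or medium: Sodium phosphate/NaCl buffer pH 7.4 with TCEP, IgG, Thesit | Doses: Single point, 20 µM | Measured by: Fluorescence polarization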
Rtt109 HAT inh = C. albicans Rtt109 histone acetyltransferase inhibition | Q5AAJ8 | purified Rtt109/Vps75, ThioGlo CoA-SH fluorescence, 4 h | hit rate 0.16% among 330,000 | inhibition, % at 34.9 µM;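 active = inhibition of at least 50% in every replicate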
Target sequence (Q5AAJ8 whole entry, looked up): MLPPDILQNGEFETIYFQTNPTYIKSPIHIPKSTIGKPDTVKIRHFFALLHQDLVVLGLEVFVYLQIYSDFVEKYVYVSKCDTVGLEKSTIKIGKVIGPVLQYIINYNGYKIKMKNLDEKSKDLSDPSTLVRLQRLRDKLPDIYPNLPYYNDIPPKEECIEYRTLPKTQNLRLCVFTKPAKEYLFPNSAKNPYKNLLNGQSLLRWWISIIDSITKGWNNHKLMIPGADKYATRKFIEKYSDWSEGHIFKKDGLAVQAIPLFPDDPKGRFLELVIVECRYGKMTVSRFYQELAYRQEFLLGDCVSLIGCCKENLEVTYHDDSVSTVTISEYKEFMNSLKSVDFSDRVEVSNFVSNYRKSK
SR-BI uptake up = SR-BI HDL lipid transfer activation. activation, % at 12.5 µM. AID 504775. CHO ldlA[mSR-BI] cells, DiI-HDL uptake fluorescence, 3 h; 100 = double the neutral-control signal. hit rate 0.096% among 320,000;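 active = mean replicate activation of at least 60% and every replicate at or above 60%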;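 note: 0% = median plate neutral-control signal and 100% = twice that signal; values of inactives mirror those of a sister screen read the other way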
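Material: SR-BI-overexpressing, LDLR-lacking CHO cells; schedule: compound exposure 3 h, 37 °C; reagent: DiI-labelled HDL at 10 µg/mL final; technique: bottom-read fluorescence, 550/595 nm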
Keap1-Nrf2 PPI = inhibitors of human Keap1-Nrf2 protein-protein interaction; Q14145; hit rate 0.15% among 340,000; inhibition, % at 9.4 µM; AID 504523; Keap1 Kelch-Nrf2 peptide fluorescence polarization, 1536-well; in the data active = inhibition above about 12%;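 note: human Keap1 Kelch domain with fluorescein labeled Nrf2 9mer peptide probe; 0% = neutral control wells and 100% = peptide positive control; higher means more block of Keap1 binding to Nrf2 peptide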
PKA-R2B activ = activators of human PKA-R2B complex. P22694+P31323. PKA-R2B holoenzyme dissociation, Cy5-IP20 fluorescence polarization; R2B truncated from residue 108, S112A mutant; 0% DMSO only, 100% 113 µM cGMP. activation, % at 11.4 µM. hit rate 0.079% among 340,000. AID 504700;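 active = activation above a cutoff set at the mean over all compounds plus 3 SD, cut at about 18% in these data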;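 note: higher means more holoenzyme dissociation and a rise in polarization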
RTF Ca sens inh = cardiac RTF calcium desensitization. P19429+P45379. IANBD-labeled cardiac RTF, Ca2+ fluorescence. inhibition, % at 7.15 µM. hit rate 0.12% among 340,000;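 active = inhibition above the mean inhibition of all tested compounds plus 3 SD, cut at about 17% in these data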;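 note: assay run at fixed EC70 calcium of 1.6 mM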
CAL PDZ FP-2 = CAL PDZ (human) peptide binding inhibition; hit rate 0.92% among 300,000; AID 602252; Q9HD26; inhibition, % at 24.9 µM; purified CAL PDZ, TMR-peptide fluorescence polarization, 1 h;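 active = mean inhibition of at least 30% with at least half of replicates also reaching 30%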;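 note: 0% = DMSO neutral control and 100% = excess unlabeled competitor peptide PRC23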
cardiac RTF act = increases calcium sensitivity of human cardiac regulated thin filaments; hit rate 0.24% among 340,000; activation, % at 7.2 µM; IANBD-labeled TnC RTF fluorescence at EC20 calcium; 0% EC20 calcium, 100% full calcium;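 active = activation above the mean over all tested compounds plus 3 SD, cut at about 30% in these data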;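 note: rise in fluorescence read as greater calcium sensitivity of cardiac thin filaments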
DAGLB inhibitor = blocks human DAGLB lipase activity | inhibition, % at 5.17 µM | hit rate 0.059% among 340,000 | HEK293T DAGLB membrane lysate, EnzChek fluorogenic substrate | Q8NCG7; in the data active = inhibition above about 34%;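 note: 0% = enzyme with vehicle and 100% = wells lacking enzyme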
Target sequence (Q8NCG7 whole entry, looked up): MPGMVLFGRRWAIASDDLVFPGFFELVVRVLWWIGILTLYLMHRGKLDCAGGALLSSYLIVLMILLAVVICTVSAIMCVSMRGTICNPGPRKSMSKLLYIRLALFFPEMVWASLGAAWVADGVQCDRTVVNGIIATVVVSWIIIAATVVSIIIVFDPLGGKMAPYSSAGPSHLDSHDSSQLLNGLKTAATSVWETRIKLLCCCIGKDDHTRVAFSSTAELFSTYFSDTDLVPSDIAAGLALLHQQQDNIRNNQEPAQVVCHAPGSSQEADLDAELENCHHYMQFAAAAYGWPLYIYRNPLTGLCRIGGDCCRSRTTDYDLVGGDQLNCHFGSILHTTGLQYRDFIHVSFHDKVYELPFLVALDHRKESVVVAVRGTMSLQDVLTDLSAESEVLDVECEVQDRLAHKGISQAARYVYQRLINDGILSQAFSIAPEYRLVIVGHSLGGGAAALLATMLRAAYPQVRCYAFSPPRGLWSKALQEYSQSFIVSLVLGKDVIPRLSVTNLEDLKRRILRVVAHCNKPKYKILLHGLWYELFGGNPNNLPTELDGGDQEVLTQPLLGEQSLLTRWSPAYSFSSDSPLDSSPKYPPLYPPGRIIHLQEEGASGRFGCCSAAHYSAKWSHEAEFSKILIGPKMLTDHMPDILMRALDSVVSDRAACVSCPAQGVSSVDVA
* = called active by the depositor; / = not tested or not shown. Random draw from the library (roughly 1.6% active in at least one column).

SMILES,C-LANA FP,CAL PDZ FP-1,Rtt109 HAT inh,SR-BI uptake up,Keap1-Nrf2 PPI,PKA-R2B activ,RTF Ca sens inh,CAL PDZ FP-2,cardiac RTF act,DAGLB inhibitor
Cc1ccc(CN(C)C(=O)c2cccc(S(=O)(=O)N3CCc4ccccc43)c2)cc1,7.9,0.8,13.5,-5.6,-1.4,0.3,5.9,-1.9,-1.6,-4.8
Oc1ccccc1/C=N/NC1=NCCCCC1,-1.2,0.0,-36.5,7.8,-1.8,2.4,-9.3,/,-0.6,-2.8
CCN(CC)S(=O)(=O)c1cccc(C(=O)OCC(=O)Nc2ccccc2OC(F)F)c1,-0.4,-1.0,7.0,0.2,-0.6,-6.3,-4.1,-7.6,-0.5,-5.8
COc1ccc(CCNC(=O)c2cccc3ccccc23)cc1OC,1.0,-0.8,-2.8,-15.6,-2.3,-9.0,3.4,-1.9,-1.2,-1.1
COc1ccc(C2Nc3ccccc3C(=O)N2NS(=O)(=O)c2ccc(C)cc2)c(OC)c1 (centres undefined),0.0,-0.7,-6.5,-57.3,-2.1,-3.6,-1.7,0.6,-8.6,-0.2
COc1cccc(NC(=O)CNC(=O)c2cccs2)c1,-0.8,0.0,29.5,13.3,0.8,-0.3,7.2,-1.1,-2.4,1.8
CC(=O)NCCc1nc(-c2ccc(Cl)cc2)no1,2.6,-4.6,6.9,4.3,-5.6,-7.5,-3.3,-2.1,4.7,-1.2
Cc1ccc(C(=O)Nc2cccc(-c3ccc(N4CCOCC4)nn3)c2)cc1,0.4,-4.2,/,-16.6,0.8,-5.9,-5.8,-0.6,2.5,-0.5
N#Cc1c(-c2ccc(Br)cc2)nc2n(c1=O)CCCS2,-1.3,-3.2,4.4,16.4,-0.5,1.8,-7.3,/,-2.4,1.2
Cc1cccc(-c2nnc(SCC(=O)NC3CC3)n2C)c1,-0.1,-0.1,-12.0,15.8,-0.5,-7.2,2.0,-2.4,-3.6,-2.1
CCCNc1c(NC(=O)C2CCC(C)CC2)c(=O)oc2ccccc12 (centres undefined),-0.7,-1.3,-3.3,-13.8,-0.1,9.4,-8.6,4.9,-0.9,-1.9
Cc1cccc(CS(=O)(=O)Cc2ccc(C(=O)NCc3ccco3)o2)c1,-1.2,-0.3,-7.3,-1.1,-6.1,-9.5,-6.4,-1.7,2.2,1.2
Cc1ccc(C)c(N2CCN(S(=O)(=O)c3ccc(-c4cc(C)no4)s3)CC2)c1,-0.9,-3.0,7.3,9.6,-6.7,-11.9,-3.4,-5.8,-4.4,-6.1
CC(=O)NCC(O)c1ccc([N+](=O)[O-])cc1 (centres undefined),2.3,-2.2,6.9,21.1,-3.6,-0.2,-2.8,-0.5,18.4,-0.1
CCOc1ccccc1NC(=O)CCNS(=O)(=O)c1cccc2nsnc12,1.2,-1.4,-2.0,/,0.9,-0.8,8.3,2.6,1.2,0.9
CC(=O)Nc1ccc(S(=O)(=O)N2CCC(N3CCCC3)CC2)cc1,-1.7,0.3,6.3,22.2,0.0,-2.4,-3.5,-2.5,3.3,1.6
Cc1cnc(NC(=O)COc2cccc3c2OC(C)(C)C3)s1,1.3,-2.3,-6.9,-23.2,-1.2,-0.1,-1.0,-2.4,-4.6,-2.2
CCc1ccc(NS(=O)(=O)c2cc(OC)ccc2OC)cc1,-0.3,-1.2,-5.5,24.5,2.4,2.0,-9.7,-3.0,1.1,-0.5
CCCNC(=O)COC(=O)c1cc2c(=O)n3ccccc3nc2s1,2.0,-1.2,-44.4,42.1,-5.1,-9.6,-7.5,1.2,1.5,0.4
O=C(CSc1ccccc1F)NNC(=O)c1cncc(Br)c1,-3.0,0.6,-1.0,26.1,-3.1,-3.9,-3.9,0.7,-3.2,-0.2
CC(Nc1nc(-c2ccc(F)cc2)cs1)c1nc2cc(Cl)c(Cl)cc2n1CCOCCO (centres undefined),-0.5,0.3,-0.2,18.1,-4.0,-8.1,-4.0,-3.0,-3.2,-0.1
O=C(Nc1ccccc1)O/N=C1/CCCc2occc21,1.7,-1.5,3.7,-0.8,4.7,3.5,-3.9,/,7.5,-3.6
O=C(CSc1ccc(-c2ccco2)nn1)N1CCCCCC1,0.5,-0.7,-1.2,-16.4,-4.1,-15.1,-2.0,-3.7,5.8,3.0
Cc1ccc(-c2nnn(CC(=O)N(CC(=O)NC3CCCCC3)c3ccccc3F)n2)o1,-0.6,-2.3,11.8,-31.8,-2.4,-2.6,-1.5,-0.4,-4.0,-1.7

In the list so far, two contain two or more sulfur atoms.
SMILES,C-LANA FP,CAL PDZ FP-1,Rtt109 HAT inh,SR-BI uptake up,Keap1-Nrf2 PPI,PKA-R2B activ,RTF Ca sens inh,CAL PDZ FP-2,cardiac RTF act,DAGLB inhibitor
Cc1ccc(C)c(N2CCN(S(=O)(=O)c3ccc(-c4cc(C)no4)s3)CC2)c1,-0.9,-3.0,7.3,9.6,-6.7,-11.9,-3.4,-5.8,-4.4,-6.1
CCOc1ccccc1NC(=O)CCNS(=O)(=O)c1cccc2nsnc12,1.2,-1.4,-2.0,/,0.9,-0.8,8.3,2.6,1.2,0.9

The results go on.
SMILES,C-LANA FP,CAL PDZ FP-1,Rtt109 HAT inh,SR-BI uptake up,Keap1-Nrf2 PPI,PKA-R2B activ,RTF Ca sens inh,CAL PDZ FP-2,cardiac RTF act,DAGLB inhibitor
Cc1ccc(CNS(=O)(=O)c2ccc(C(C)(C)C)cc2)n1C,-0.5,-1.5,0.1,4.9,0.2,-10.4,-8.5,-2.4,-1.5,3.4
COc1ccccc1NC(=O)CCNS(=O)(=O)c1ccc2c(c1)CC(C)N2C(=O)C1CC1 (centres undefined),-0.5,-0.8,-8.3,1.3,0.6,5.4,-9.1,-7.4,-4.8,1.3
CCN(CC)C(=O)C1CCN(Cc2ccc(OCc3ccccc3)cc2)CC1,1.5,-0.3,-3.2,15.2,-3.9,-2.2,-5.7,-5.8,3.9,0.3
CC(C)CC(=O)N1CCN(Cc2ccc(Br)cc2)CC1,-0.6,-0.8,-6.1,34.7,-4.2,6.6,-13.4,-0.8,4.2,-2.7
Cc1ccc(OCC(=O)N2CCN(S(=O)(=O)c3ccc(Cl)cc3)CC2)c([N+](=O)[O-])n1,-0.1,-0.3,0.2,31.4,-0.3,-7.3,3.7,2.4,-0.5,-0.3
COc1ccccc1NC(=O)C(C)NS(=O)(=O)c1ccc(Cl)cc1 (centres undefined),0.6,-0.5,2.7,-14.1,-1.7,-4.4,-4.5,-4.7,-4.8,0.6
CC1=NN(C(=O)CSCc2ccccc2)C(O)(c2ccc(Cl)cc2)C1 (centres undefined),-2.0,-0.8,6.1,19.7,-3.5,6.8,-7.1,/,1.7,-3.4
Cc1ccc(Cn2nnc3c(=O)[nH]c(C4CCCN(S(=O)(=O)c5ccccc5F)C4)nc32)cc1 (centres undefined),-0.8,-0.9,-5.3,/,-3.0,2.0,13.6,0.8,-10.2,-1.4
Cc1cnc(C(=O)N2CCN(S(=O)(=O)c3ccc(F)c(F)c3F)CC2)cn1,1.5,0.2,-7.6,11.6,-0.5,2.8,-1.0,9.5,1.8,0.9
CCNC(=O)CC1C(=O)N(c2ccc(F)cc2)C(=O)N1CCc1ccc(OC)cc1 (centres undefined),1.6,-1.1,-11.7,21.7,-4.6,-8.2,1.4,-0.3,2.0,-2.6
CCCOc1ccc2oc(=O)c3c(c2c1)CCCN3C(=O)CN(C)Cc1ccccc1,2.4,-0.8,29.2,7.1,-1.5,-14.1,-1.4,-2.1,-0.7,-12.4
Oc1ccc2c(c1)c1c3n2CCNC3CCC1 (centres undefined),-0.9,0.1,0.0,8.4,3.9,7.4,-3.1,-6.4,0.6,0.8
CCOc1ccc(CN(C)CC(=O)Nc2ccccc2C(=O)NC2CC2)cc1,-1.6,-0.1,-2.5,-11.2,-2.4,-26.8,-17.2,/,4.5,-0.4
COc1ccccc1NC(=O)c1cnc2c(-c3ccccc3)c(C)nn2c1C,-1.2,-2.2,11.9,14.0,0.4,-23.1,-6.0,-1.1,4.8,-1.6
COc1ccc(NC(=O)C2CCN(C(=O)c3cccs3)CC2)c(OC)c1,1.3,-1.5,3.2,10.4,-1.7,8.0,14.4,-4.6,0.5,-2.5
N=C1SC(c2ccccc2)C(=O)N1c1ncc(Cc2ccccc2Cl)s1 (centres undefined),1.3,0.1,-2.8,-3.6,-0.1,-6.5,-5.1,-1.8,5.7,23.5
Cc1cc(-n2c(C)cc(C(=O)CSc3nnnn3-c3ccc(Cl)cc3)c2C)no1,1.2,-2.1,-4.8,-18.2,1.0,-4.8,-7.0,-0.1,2.7,-5.4
CC1CCCN(C(=O)C2CCN(S(=O)(=O)c3cccs3)CC2)C1 (centres undefined),-0.4,-3.3,-0.9,-8.1,0.3,-12.6,8.1,-2.4,-1.1,-3.1
Cc1ccc(C(=O)Cn2c(C(=O)/C=C/c3ccccc3)nc3ccccc32)cc1,-1.1,/,-0.7,5.3,1.5,1.8,-8.2,-0.6,-0.1,-2.1
CCOC(=O)c1ccc(NC(=O)c2c(Cl)cc(C)nc2C)cc1,-0.1,1.0,1.5,12.6,-1.1,-4.7,4.9,-9.2,4.1,-1.4
COc1ccccc1NC(=O)C1CCCN(S(=O)(=O)c2cccc3nsnc23)C1 (centres undefined),2.7,0.4,7.5,-62.5,-6.0,-2.8,-8.6,1.5,-0.1,-0.7
COc1ccc(C(C)C)cc1S(=O)(=O)N1CCN(C)CC1,-0.5,0.2,5.9,22.5,-0.3,-3.4,-11.0,-1.6,-3.9,-6.3
Cc1ccc(N(C(C)C(=O)Nc2ccccc2C(=O)N2CCOCC2)S(C)(=O)=O)cc1C (centres undefined),-0.2,-0.8,-3.1,17.6,-6.3,1.3,-9.5,3.4,1.4,-2.4
CCc1ccccc1NC(=O)COC(=O)c1cccs1,1.0,-0.4,2.3,/,-0.8,-7.8,-19.0,/,-4.0,1.3
O=C(c1ccc(OC2CCN(CCc3ccccc3)CC2)cc1)N1CCCC(CO)C1 (centres undefined),-1.1,-2.4,0.7,/,-0.8,11.1,-6.8,15.9,-1.6,1.1
COc1ccc(-c2cc(=O)c3ccccc3[nH]2)cc1,1.4,-0.8,0.9,16.2,-0.6,0.4,-0.4,-1.3,2.3,2.2
COc1ccc(C(=O)NCC(=O)OCC(=O)NC23CC4CC(CC(C4)C2)C3)cc1,-1.3,-1.0,-3.1,56.5,-1.0,1.1,-2.8,5.9,4.7,-1.0
Cc1cc(C(=O)OCC(=O)c2cccs2)c2ccccc2n1,-0.9,-1.2,-8.9,1.7,-2.5,-12.7,-1.6,-3.2,-5.6,-5.1
CN1CCc2c(sc3c2c(=O)n(-c2ccccc2)c2nncn32)C1,-1.9,0.0,7.0,16.5,-5.5,-6.2,-14.1,0.3,-1.1,1.6
COc1ccc(CN(C)C(=O)/C=C/c2ccc(S(=O)(=O)N3CCCCCC3)cc2)cc1,-3.8,-2.0,1.1,-35.1,3.0,-4.1,-4.0,-5.0,0.0,-5.4
